From PubChem BioAssay
FLuc inh: blocks Photinus pyralis firefly luciferase activity | purified firefly luciferase, luminescence, 8 min | P08659 | 72,000 compounds, 2.2% hits | Potency, µM (titrated, usually from 57.1 µM), for the others: top-dose activity change, negative = inhibition, actives largely listed as inhibitors; note: potency is the fitted concentration of half-maximal effect; % is set by controls: 0 for no effect and ±100 for the full control effect; nearly all actives have a fitted effect of over 40% in size
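qHTS concentration-response profiling: light output of P. pyralis luciferase with luciferin and 10 uM ATP, imidazole buffer pH 7.2. Read by luminescence after 8-min room-temperature incubation.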
TexasRed autofl: compounds fluorescent in Texas Red spectral region | Compound fluorescence, Texas Red channel, 547/618 nm; hits give high values | max dye-equivalent concentration, M | 59,000 compounds, 0.06% hits; in the data active = max dye-equivalent concentration above about 10 nM; inconclusive = between about 1.1 nM and that limit
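Texas Red-region profiling: compounds in 100 mM Tris pH 8.0 were read at 547/618 nm after 15 min at room temperature. Intensities were normalized against a six-point Texas Red standard series to give dye-equivalent concentration.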
Casp7 inh: allosteric or competitive inhibitors of human caspase-7 | recombinant caspase-7, Ac-DEVD-AFC fluorescence rate | Potency, µM (titrated, usually from 57.5 µM), for the others: at the highest dose activity change, negative = inhibition, usual class: inhibitors | 75,000 compounds, 0.02% hits | AID 889; active = well fitted inhibition curve with a large enough effect in the main read-out, with a control signal flat, not every such curve was filed as active; inconclusive = small, poorly fitted or top-dose-only effect, or a change in a side signal; note: potency is the fitted concentration of half-maximal effect; % of control where 0% means no effect
HEK293 cAMP ctrl: parental HEK293 cAMP activation (counter-screen); parental HEK293 CNG cAMP sensor, membrane potential fluorescence; Potency, µM (series often up to 57.1 µM), without a hit: at the top dose activation, usual class: activators; 73,000 compounds, 2.5% hits; note: potency is the fitted concentration of half-maximal effect; % of control where 0% means no effect; nearly all actives have a fitted effect of over 55% in size
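Parental HEK 293 cells stably expressing a modified CNG channel (no TSHR) report cAMP rise as membrane depolarization. Membrane potential dye with 100 uM RO 20-1724 was loaded for 60 min at room temperature, then compound added for 30 min; fluorescence read at 590 nm.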
Fluorescein autfl: compound fluoresces in the fluorescein spectral region | 59,000 compounds, 0.91% hits | max fluorescein-equivalent concentration, M | AID 593 | Compound autofluorescence, 480/540 nm, fluorescein-equivalent; hits give high values; in the data active = max fluorescein-equivalent concentration above about 10 nM; inconclusive = between about 1.1 nM and that limit
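Each compound is tested across a concentration series in 100 mM Tris buffer at pH 8.0. After 15 min at room temperature, plates are imaged with 480 nm excitation and 540 nm emission filters, and intensities are converted to fluorescein-equivalent values.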
HADH2 inh: inhibitors of human HADH2 dehydrogenase; AID 886; 73,000 compounds, 3.4% hits; Potency, µM (titrated, usually from 57.1 µM), for inactives: top-dose activity change, negative = inhibition, usual class: inhibitors; recombinant HADH2, NADH fluorescence, beta-hydroxybutyryl-CoA; Q99714; note: potency is the fitted concentration of half-maximal effect; % is set by controls: 0 for no effect and ±100 for the full control effect; nearly all actives have a fitted effect of over 60% in size; many of its hits are not listed in these tables
Target sequence (Q99714 whole entry, looked up, one chain of several): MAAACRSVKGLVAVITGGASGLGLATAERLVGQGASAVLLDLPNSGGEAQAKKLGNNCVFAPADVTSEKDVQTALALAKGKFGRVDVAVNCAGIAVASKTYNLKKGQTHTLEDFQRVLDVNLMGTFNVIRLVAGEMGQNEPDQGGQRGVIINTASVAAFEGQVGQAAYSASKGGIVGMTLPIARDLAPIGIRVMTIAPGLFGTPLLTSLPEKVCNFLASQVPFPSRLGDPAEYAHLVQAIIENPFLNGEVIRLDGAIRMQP
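NADH fluorescence (ex 360/em 450 nm) read every 30 s for 4 min; activity taken as last-minus-first time point difference. Enzyme 20 nM, NAD+ 1 mM, beta-hydroxybutyryl-CoA 90 uM, pH 9.0 Tris buffer.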
Tau filament bind: tau filament binding | 71,000 compounds, 2% hits | P10636 | Potency, µM (doses to about 57.1 µM), without a hit: at the highest dose activity change, negative = inhibition | recombinant tau filaments, thioflavin S fluorescence, 15 h; filaments grown with octadecylsulfate alongside compound;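 note: potency is the fitted concentration of half-maximal effect; % is set by controls: 0 for no effect and ±100 for the full control effect; actives lower thioflavin S fluorescence by blocking filaments or displacing dye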
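Assay mix: 1 uM His-tagged tau, 30 uM sodium octadecylsulfate, thioflavine S dye in HEPES/NaCl/DTT buffer. Compound is added prior to the inducer. Fluorescence after 15 h at 37 C.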
ERK AVP inh: blocks ERK signaling stimulated by vasopressin | HEK293-V1b, vasopressin-stimulated pERK AlphaScreen | Potency, µM (top dose mostly 57.5 µM), inactives show top-dose activity, negative = inhibition, most hits filed as inhibitors | 72,000 compounds, 0.99% hits | AID 995; note: potency is the fitted concentration of half-maximal effect; % is set by controls: 0 for no effect and ±100 for the full control effect; nearly all actives have a fitted effect of over 55% in size
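HEK293 cells stably expressing V1b receptor, preincubated 30 min at 37 °C with compound, then stimulated 5 min with 25 nM vasopressin. Phospho-ERK by AlphaScreen SureFire after 5 h RT; normalized to DMSO and vasopressin; AC50 by Hill fit.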
USP2a inh: blocks human ubiquitin-specific protease USP2a. Potency, µM (highest dose often 38.3 µM), for inactives: at the top dose activity change, negative = inhibition, hits mostly inhibitors. O75604. AID 927. USP2a enzymatic assay, qHTS inhibition. 60,000 compounds, 0.1% hits;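 note: potency is the fitted concentration of half-maximal effect; nearly all actives have a fitted effect of over 60% in size; plate controls were DMSO for no effect and NEM full inhibition control for full effect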
Target sequence (O75604 whole entry, looked up): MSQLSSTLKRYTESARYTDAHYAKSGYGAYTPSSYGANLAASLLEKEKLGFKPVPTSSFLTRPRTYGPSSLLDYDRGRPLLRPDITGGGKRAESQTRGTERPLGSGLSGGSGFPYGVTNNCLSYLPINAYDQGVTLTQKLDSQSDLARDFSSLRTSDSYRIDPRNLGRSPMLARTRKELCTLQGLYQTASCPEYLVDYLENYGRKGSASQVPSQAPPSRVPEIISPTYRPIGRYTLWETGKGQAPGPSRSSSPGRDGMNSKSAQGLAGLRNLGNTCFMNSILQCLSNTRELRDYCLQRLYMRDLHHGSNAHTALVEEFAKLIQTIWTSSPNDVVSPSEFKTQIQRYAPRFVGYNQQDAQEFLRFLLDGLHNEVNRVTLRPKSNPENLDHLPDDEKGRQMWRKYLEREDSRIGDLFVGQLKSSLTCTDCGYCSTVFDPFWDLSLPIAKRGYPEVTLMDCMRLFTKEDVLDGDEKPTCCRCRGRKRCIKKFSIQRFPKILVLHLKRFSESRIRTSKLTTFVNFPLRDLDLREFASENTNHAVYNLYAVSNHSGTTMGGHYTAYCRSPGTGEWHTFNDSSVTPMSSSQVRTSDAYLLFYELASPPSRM
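20 nM USP2 core + cpd, 30 min RT; add 20 nM Ub-PLA2/20 uM NBD C6-HPC; read Ex460/Em535 at 0 h and 2.5 h. Normalized to NEM; qHTS curve fit/classification.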
Caspase-1 inhib: blocks human caspase-1 allosterically or competitively; Caspase-1 enzyme, Ac-WEHD-AFC fluorogenic rate; Potency, µM (highest dose often 57.5 µM), without a hit: at the highest dose activity change, negative = inhibition, most hits filed as inhibitors; 75,000 compounds, 0.03% hits; AID 900;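 note: potency is the fitted concentration of half-maximal effect; plate controls were vehicle for no effect and no substrate for full effect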
Rhodamine fluor: rhodamine region autofluorescence | Rhodamine-region fluorescence, 547/598 nm, Tris buffer; hits give high values | max dye-equivalent concentration, M | 59,000 compounds, 0.05% hits | AID 594; in the data active = max dye-equivalent concentration above about 11 nM; inconclusive = between about 1.1 nM and that limit
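qHTS spectral profiling of compounds without any target or enzyme present, in pH 8.0 Tris buffer; plates were read after a 15-minute room-temperature incubation using the rhodamine-region filter set.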
An asterisk follows results filed as active; i = inactive; ? = inconclusive; . = not tested or not shown; [ ] = dose if it differs, or a comment. Unless noted, calls come from the whole dose curve; as a rule, active = well fitted curve in the direction sought with a large enough effect; inconclusive = small, poorly fitted or top-dose-only effect, or another doubt; inactive = no such curve, though single readings can be large; an effect the other way counts as inactive or inconclusive. This is a subset (hit frequency here may not be typical).

1: CCCC1CCC(C(=O)Nn2cnc3ccccc3c2=O)CC1 (configuration not stated)
2: CCCc1cc(=O)n2[nH]c(NCc3ccc(Cl)cc3Cl)nc2n1
3: CC(C)(C)NC(=O)C(c1ccncc1)N(C(=O)CNC(=O)c1ccco1)c1ccc2c(c1)OCO2 (configuration not stated)
4: CC(=O)Nc1ccccc1-c1nc2ccc(C(=O)N3CCN(c4ccccc4)CC3)cc2[nH]c1=O
5: CN(C)CCCN1C(=O)C(O)=C(C(=O)c2cccs2)C1c1ccccn1 (configuration not stated)
6: Brc1ccc(CSc2ncnc3nc[nH]c23)cc1
7: CCN1CCN(c2cc(C)c3cc(NC(=O)c4cnccn4)ccc3n2)CC1
8: Cc1ccc(C)c(CN2C(=O)C(C)Oc3ccc(C)cc32)c1 (configuration not stated)

entry no.,1,2,3,4,5,6,7,8
FLuc inh,0%,3%,3%,1%,1%,-10%,-8%,-3%
TexasRed autofl,i,i,i,.,i,.,.,?
Casp7 inh,2%,0%,-1%,-2%,-1%,2%,-5%,0%
HEK293 cAMP ctrl,27%,?,-1%,3%,0%,3%,5%,22%
Fluorescein autfl,i,i,i,.,i,.,.,i
HADH2 inh,7%,-3%,5%,?,6%,?,-14%,4%
Tau filament bind,28%,-2%,0%,16µM*,1%,-16%,10µM*,21%
ERK AVP inh,17%,0%,-3%,?,-17%,.,?,16%
USP2a inh,11%,5%,64%[activator],.,2%,.,.,1%
Caspase-1 inhib,0%,-2%,-2%,-4%,-1%,-2%,-2%,0%
Rhodamine fluor,i,i,i,.,i,.,.,i

9: Cc1ccccc1NC(=O)C1CC(=O)N(c2ccccc2F)C1 (configuration not stated)
10: COC(=O)C1CCN(C(=O)COc2ccc(Cl)cc2)CC1
11: Cc1cc(C)n(S(=O)(=O)c2cccc(Cl)c2Cl)n1
12: CCc1nnc(SCc2cn3c(C)cc(C)nc3n2)n1N
13: Cc1ccc(S(=O)(=O)O[C@H]2C[C@@H](C(C)(C)C)CC[C@@H]2c2ccccc2)cc1
14: Cc1cc(C)n2nnnc2c1C#N
15: Cn1ncc2c(Cl)ncnc21
16: COc1ccc(NC(=O)N2CCC(c3nc(-c4cccs4)no3)CC2)cc1

entry no.,9,10,11,12,13,14,15,16
FLuc inh,-1%,-2%,0%,4%,0%[11.4 µM],4%,3%[11.4 µM],-1%
TexasRed autofl,i,i,.,i,?,i,i,?
Casp7 inh,0%,-1%,2%,0%,-2%[11.5 µM],-1%,2%[11.5 µM],-3%
HEK293 cAMP ctrl,4%,-1%,20%,6%,-3%[11.4 µM],22%,-1%[11.4 µM],14%
Fluorescein autfl,?,i,.,i,i,i,?,i
HADH2 inh,-1%,2%,-6%,25µM*,-4%[11.4 µM],2%,2%[11.4 µM],4%
Tau filament bind,11%,10%,-2%,7%,5%[11.4 µM],-11%,-3%[11.4 µM],18%
ERK AVP inh,-5%,-6%,10%,-1%,10%[11.5 µM],21%,1%[11.5 µM],10%
USP2a inh,-8%,2%,-2%,4%,.,-1%,.,9%
Caspase-1 inhib,-2%,0%,-2%,-2%,1%[11.5 µM],1%,-4%[11.5 µM],4%
Rhodamine fluor,i,i,.,i,i,i,i,i

17: CCCN(CCC)S(=O)(=O)c1ccc(C(=O)N2CCC(=O)c3ccccc32)cc1
18: CCc1cccc2c(=O)c(C(=O)NCCN3CCOCC3)c[nH]c12
19: CC1CCCN(c2nc3c(c(=O)n(C)c(=O)n3C)n2CCSc2nc3ccccc3o2)C1 (configuration not stated)
20: O=C(c1ccco1)N1CCN(C(=O)C2CCCN(S(=O)(=O)Cc3ccccc3)C2)CC1 (configuration not stated)
21: CC(=O)Nc1ccc(S(=O)(=O)N2CCN(S(=O)(=O)N3CCCCCC3)CC2)cc1
22: COc1ccc(C(=O)COC(=O)CCN=C2NS(=O)(=O)c3ccccc32)cc1OC
23: COC(=O)C(CCCCNC(=O)OCc1ccccc1)NC(=O)CN (configuration not stated)
24: COc1ccc(NC(=O)c2ccc3c(=O)n(Cc4ccco4)c(=S)[nH]c3c2)c(OC)c1

entry no.,17,18,19,20,21,22,23,24
FLuc inh,1%,0%,-1%,0%,2%,0%,1%,1%
TexasRed autofl,.,i,i,i,i,i,i,i
Casp7 inh,-2%,2%,-1%,0%,-1%,-6%,3%,-14%
HEK293 cAMP ctrl,?,0%,?,4%,-3%,1%,1%,19%
Fluorescein autfl,.,?,i,?,?,?,i,i
HADH2 inh,-4%,2%,17%,11%,15%,1%,8%,-11%
Tau filament bind,-15%,14%,4%,3%,48%,-10%,-5%,?
ERK AVP inh,-7%,-3%,-7%,-22%,-6%,?,1%,?
USP2a inh,36%[activator],.,6%,2%,-1%,5%,-1%,18%
Caspase-1 inhib,-2%,-1%,-1%,0%,0%,-8%,-1%,1%
Rhodamine fluor,.,i,i,i,i,i,i,i

An excerpt from above in order of SMILES length, descending:
20: O=C(c1ccco1)N1CCN(C(=O)C2CCCN(S(=O)(=O)Cc3ccccc3)C2)CC1 (configuration not stated)
21: CC(=O)Nc1ccc(S(=O)(=O)N2CCN(S(=O)(=O)N3CCCCCC3)CC2)cc1
18: CCc1cccc2c(=O)c(C(=O)NCCN3CCOCC3)c[nH]c12

entry no.,20,21,18
FLuc inh,0%,2%,0%
TexasRed autofl,i,i,i
Casp7 inh,0%,-1%,2%
HEK293 cAMP ctrl,4%,-3%,0%
Fluorescein autfl,?,?,?
HADH2 inh,11%,15%,2%
Tau filament bind,3%,48%,14%
ERK AVP inh,-22%,-6%,-3%
USP2a inh,2%,-1%,.
Caspase-1 inhib,0%,0%,-1%
Rhodamine fluor,i,i,i

Further compounds follow.
25: CN1CCCN=C1/C=C\c1cccs1
26: CCCC(=O)N(Cc1cc2cc(C)ccc2[nH]c1=O)c1ccccc1OC
27: Cc1onc(-c2ccccc2)c1C(=O)n1cccn1
28: O=C(CCCn1c(=S)[nH]c2cc3c(cc2c1=O)OCO3)N1CCN(c2ccccc2F)CC1
29: O=C(Cn1cnc2c(nnn2Cc2ccc(F)cc2)c1=O)N1CCCCC1
30: CCCCCCC(=O)Cc1cc(OC)c(OC)cc1/C=C(/C(C)=O)C(=O)OC
31: Cc1ccc(CCNC(=O)C2CCC(=O)N2Cc2cccnc2)cc1 (configuration not stated)
32: COc1cccc(-c2cc(C(F)(F)F)n3ncc(C(=O)O)c3n2)c1

entry no.,25,26,27,28,29,30,31,32
FLuc inh,7%[25.5 µM],3%,3%,2%,0%,.,2%,0%
TexasRed autofl,i,.,i,i,i,.,i,i
Casp7 inh,-3%[25.7 µM],-10%,-1%,2%,-2%,-1%[11.5 µM],1%,-8%
HEK293 cAMP ctrl,-1%[25.6 µM],?,-5%,18%,4%,8%[11.4 µM],3%,5%
Fluorescein autfl,i,.,i,i,i,.,i,i
HADH2 inh,-6%[25.6 µM],-9%[11.4 µM],-4%,-7%,-2%,1%[11.4 µM],12%,-9%
Tau filament bind,9%[25.6 µM],38%[11.4 µM],0%,-6%,7%,.,-6%,-4%
ERK AVP inh,17%[25.7 µM],-17%,-5%,-5%,-3%,2%[11.5 µM],14%,4%
USP2a inh,-1%[17.1 µM],20%[7.66 µM],-1%,30%[activator],-2%,.,-9%,1%
Caspase-1 inhib,-6%[25.7 µM],-1%,0%,1%,0%,-2%[11.5 µM],0%,-6%
Rhodamine fluor,i,.,i,i,i,.,i,i

HADH2 inh, what is marked active above
nr | SMILES | FLuc inh | Casp7 inh | Fluorescein autfl | HADH2 inh | Tau filament bind | Caspase-1 inhib | Rhodamine fluor
12 | CCc1nnc(SCc2cn3c(C)cc(C)nc3n2)n1N | 4% | 0% | i | 25µM* | 7% | -2% | i

Following part:
33: CCc1cc(C)cc(OCCNC(=O)c2ncn[nH]2)c1
34: O=C1c2oc3ccc(F)cc3c(=O)c2C(c2ccccc2)N1CC1CCCO1 (configuration not stated)
35: COc1cc(OC)c(C2C3=C(CCCC3=O)Nc3nc4ccccc4n32)cc1OC (configuration not stated)
36: CCOC(=O)c1[nH]c(C)c(C(=O)NCc2ccc(OC)cc2)c1C

entry no.,33,34,35,36
FLuc inh,0%,1%,-2%,1%
TexasRed autofl,i,i,i,.
Casp7 inh,-2%,-1%,0%,-1%
HEK293 cAMP ctrl,10%,22%,2%,-1%
Fluorescein autfl,i,i,i,.
HADH2 inh,9%,-5%,8%,-5%
Tau filament bind,-15%,-12%,11%,26%
ERK AVP inh,-22%,18%,9%,-11%
USP2a inh,0%,8%,15%,.
Caspase-1 inhib,-2%,-3%,-1%,4%
Rhodamine fluor,i,i,i,.
